Assay outcomes from PubChem.
a7 integrin act: qHTS for Activators of Integrin-Mediated Alleviation for Muscular Dystrophy. alpha7betagal myoblasts, beta-gal FDG fluorescence, 48 h. Potency, µM (doses to about 38.3 µM), for inactives: at the highest dose activation, usual class: activators. 0.064% of 350,000 active;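 note: potency is the fitted concentration of half-maximal effect; 100% = response of the positive control SU9516; nearly all actives have a fitted effect of over 60% in size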
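Alpha7betagal+/- myoblasts (passage 13) were plated 16-24 hr, then exposed to compounds (1:260 dilution of DMSO stock) for 48 hours at 37C. After MPER lysis, β-galactosidase reporter activity was read as FDG fluorescence (ex 480/em 540) after 30 minutes.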
p53 reactivator: qHTS assay for re-activators of p53 using a Luc reporter; H1299 p53-A138V BP100-luciferase reporter, luminescence, 24 h; Potency, µM (top dose mostly 92.2 µM), inactives show top-dose activity change, positive = activation, most hits filed as activators; 0.063% of 320,000 active; AID 504706, 2011; note: potency is the fitted concentration of half-maximal effect; % of control where 0% means no effect; nearly all actives have a fitted effect of over 45% in size
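p53-null H1299 cells stably carrying temperature-sensitive p53-A138V and a BP100-luciferase reporter were pinned with compounds (4-point, 1:5 series) and held 24 hrs at 37 deg C. Luminescence was read 10 min after detection reagent.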
ELG1 DNA repair: qHTS screen for small molecules that inhibit ELG1-dependent DNA repair in human embryonic kidney (HEK293T) cells expressing luciferase-tagged ELG1; HEK293T ELG1-luciferase reporter, luminescence, 16 h; DNA damage induced by 5-fluorouridine; Potency, µM (series often up to 46.1 µM), inactives show top-dose activity change, negative = inhibition, most hits filed as inhibitors; 2.3% of 330,000 active; AID 504467, 2011; note: potency is the fitted concentration of half-maximal effect; % is set by controls: 0 for no effect and ±100 for the full control effect; nearly all actives have a fitted effect of over 55% in size
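Luminescence from the luciferase reporter, measured 30 min after ONE-Glo reagent at room temperature, was the read-out. Beforehand, 2,000 cells per well were exposed for 16 hr at 37 °C to 5-fluorouridine together with compound or vehicle.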
TRPV1 agonist: HTS Assay for Compounds that Act as Agonists of the Vanilloid Receptor 1 | AID 540275, 2011 | TRPV1-expressing cells, Fluo-8 calcium influx, agonist mode | 0.19% of 320,000 active | activation, % at 8.33 µM | Transient receptor potential cation channel subfamily V member 1 (Homo sapiens), Q8NER1; in the data active = activation above about 80%; inconclusive = between about 30% and that limit; note: 0% is about no effect
Target sequence (Q8NER1 whole entry, looked up): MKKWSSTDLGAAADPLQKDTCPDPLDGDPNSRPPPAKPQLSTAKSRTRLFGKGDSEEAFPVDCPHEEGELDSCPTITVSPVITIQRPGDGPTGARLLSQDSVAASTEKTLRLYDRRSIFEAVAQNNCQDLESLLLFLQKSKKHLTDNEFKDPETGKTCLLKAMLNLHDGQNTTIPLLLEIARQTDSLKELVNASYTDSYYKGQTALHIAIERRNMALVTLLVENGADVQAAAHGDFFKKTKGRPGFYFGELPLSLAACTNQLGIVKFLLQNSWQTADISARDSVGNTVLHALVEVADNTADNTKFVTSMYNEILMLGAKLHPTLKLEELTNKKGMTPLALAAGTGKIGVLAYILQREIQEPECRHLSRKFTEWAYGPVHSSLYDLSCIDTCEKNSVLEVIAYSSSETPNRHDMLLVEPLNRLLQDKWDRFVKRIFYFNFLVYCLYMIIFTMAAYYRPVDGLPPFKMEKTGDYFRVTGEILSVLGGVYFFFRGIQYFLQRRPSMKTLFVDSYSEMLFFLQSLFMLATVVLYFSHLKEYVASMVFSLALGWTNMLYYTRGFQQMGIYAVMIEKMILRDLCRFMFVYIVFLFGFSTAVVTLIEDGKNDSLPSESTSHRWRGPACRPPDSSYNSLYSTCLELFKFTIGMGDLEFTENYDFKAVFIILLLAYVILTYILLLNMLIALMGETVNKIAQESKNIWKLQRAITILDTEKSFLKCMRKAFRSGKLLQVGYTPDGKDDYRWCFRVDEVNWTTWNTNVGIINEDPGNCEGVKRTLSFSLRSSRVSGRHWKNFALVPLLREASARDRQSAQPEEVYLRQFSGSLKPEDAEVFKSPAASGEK
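Cells expressing TRPV1 were dye-loaded with Fluo-8 and read kinetically: 10 s baseline, 3 min after compound (agonist portion), then 2 min after EC20 capsaicin (allosteric enhancer portion). Calcium-bound dye fluorescence at 480/520 nm.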
TCR act: Activators of T cell receptors: qHTS campaign; 330,000 tested, under 10 active; Potency, µM (series often up to 9.22 µM), inactives show top-dose activation of IL-2 secretion, hits mostly activators; AID 504894, 2011; primary human leukocytes, anti-CD3, IL-2 HTRF, 48 h; note: % of control where 0% means no effect
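IL-2 produced over 48 hr by a-CD3 bead-stimulated primary human leukocytes exposed to compounds was detected with a homogeneous time-resolved FRET immunoassay, 665nm acceptor signal after 320nm excitation.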
AT treatment: qHTS Assay for Identifying a Potential Treatment of Ataxia-Telangiectasia | […] A-T fibroblasts, KAP-1 phosphorylation AlphaLISA; neocarzinostatin DNA damage 30 min before lysis | Potency, µM (titrated, usually from 57.5 µM), without a hit: top-dose activation, usual class: activators | 0.19% of 320,000 active | AID 485349, 2010; note: potency is the fitted concentration of half-maximal effect; % of control where 0% means no effect; nearly all actives have a fitted effect of over 45% in size
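ATM-like activity read as KAP-1 phosphorylation via AlphaLISA donor/acceptor antibody pairs after lysis and 6 hr at 25C. Cells were ATM-null patient fibroblasts ([…], hTERT), dosed 60 min, then exposed to the DSB inducer NCS for 30 min.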
BRCA1 expr up: qHTS Assay to Identify Small Molecule Activators of BRCA1 Expression; MCF7-BRCA1-FFLuc reporter, luminescence, 48 h; response scale: scaled: vehicle 0%, 10 µM genistein 100%; 1.1% of 380,000 active; Potency, µM (titrated, usually from 46.1 µM), for the others: at the top dose activation, actives largely listed as activators; note: potency is the fitted concentration of half-maximal effect; nearly all actives have a fitted effect of over 80% in size; some results filed as inactive show a strong effect at the top dose
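First, MCF7-BRCA1-FFLuc cells (2000/well) attach for 2 h; next, compounds are pin-added and incubated 48 h at 37 °C; finally, luciferase reagent is added and luminescence read after 15 min.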
PTAP TSG101 blk: qHTS Assay for Iinhibitors of HIV-1 Budding by Blocking the Interaction of PTAP/TSG101 | Tumor susceptibility gene 101 protein (Homo sapiens), Q99816 | Fluorescence polarization, FITC-PTAP peptide / Tsg101 binding | Potency, µM (highest dose often 115 µM), for inactives: top-dose activity change, negative = inhibition, hits mostly inhibitors | 340,000 tested, under 10 active | AID 493005, 2010; active = well fitted inhibition curve with a large enough effect in the main read-out, with a control signal flat, not every such curve was filed as active; inconclusive = small, poorly fitted or top-dose-only effect, or effect the other way, or a change in a side signal; inactive = no such curve, though single readings can be large or run the other way; note: potency is the fitted concentration of half-maximal effect; % of control where 0% means no effect
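Tsg101 binding domain (10 uM final) was mixed with compound and a FITC-labeled PTAP peptide (50 nM final) in HEPES pH 7.5 buffer with NaCl, Tween 20, EDTA and TCEP; fluorescence polarization was read after 20 min at r.t.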
MLL CXXC-DNA inh: qHTS Fluorescence Polarization Assay for Inhibitors of MLL CXXC domain - DNA interaction; MLL-CXXC / FITC-HOXA9 DNA fluorescence polarization; AID 2662, 2010; Histone-lysine N-methyltransferase 2A (Homo sapiens), Q03164; 0.037% of 290,000 active; Potency, µM (top dose mostly 115 µM), for inactives: at the highest dose activity change, negative = inhibition, usual class: inhibitors; active = well fitted inhibition curve with a large enough effect in the polarisation, with a control signal flat, not every such curve was filed as active; inconclusive = small, poorly fitted or top-dose-only effect, or effect the other way, or a change in a side signal; inactive = no such curve, though single readings can be large or run the other way; the % refers to the polarisation; note: potency is the fitted concentration of half-maximal effect
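Fluorescence polarization: 7 uM MLL-CXXC (stock) preincubated 5 min with compounds, then 50 nM fluorescein-HOX-A9 DNA (stock) added; 30 min ambient. Buffer 50 mM Tris-HCl pH 7.5, 50 mM NaCl, 1 mM DTT, 0.05% BSA.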
B2AR arrestin: qHTS assay of beta-arrestin-biased ligands of beta2-adrenergic receptor | Potency, µM (top dose mostly 46.1 µM), for the others: at the top dose activation, usual class: activators | Beta-2 adrenergic receptor (Homo sapiens), P07550 | beta-arrestin recruitment to beta2AR, cell-based reporter | 0.02% of 330,000 active;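 note: potency is the fitted concentration of half-maximal effect; 0% = DMSO controls and full agonism = EC100 isoproterenol or metaproterenol; nearly all actives have a fitted effect of over 65% in size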
An asterisk follows results filed as active; ? = inconclusive; . = no result given; [ ] = another dose, or the depositor's remark. Unless noted, calls come from the whole dose curve; as a rule, active = well fitted curve in the direction sought with a large enough effect; inconclusive = small, poorly fitted or top-dose-only effect, or another doubt; inactive = no such curve, though single readings can be large; an effect the other way counts as inactive or inconclusive.

cpd	canonical_smiles	a7 integrin act	p53 reactivator	ELG1 DNA repair	TRPV1 agonist	TCR act	AT treatment	BRCA1 expr up	PTAP TSG101 blk	MLL CXXC-DNA inh	B2AR arrestin
1	CCOC(=O)N/N=C(\C)c1ccc(C)c([N+](=O)[O-])c1	2%	?	?	-2	-6%[46.1 µM]	7%	52%	-1%	4%	2.6%
2	CC(=O)Nc1cccc(OCC(=O)Nc2ccccc2)c1	-5%	?	?	8	.	18%	?	-3%	-1%	-0.2%
3	CC(=O)N1CCCN(C(=O)c2cc(COc3c(F)cccc3F)on2)CC1	-16%	1%	-17%	-9	-56%	11%	-25%	-1%	19%	0.4%
4	O=C1CCCCN1CCC(=O)N1CCCC(N2CCN(c3ccccc3)CC2)C1 (stereo not given)	-12%	-3%	-2%	2	0%	-1%	10%	-1%	8%	0.3%
5	CC(C)S(=O)(=O)c1cnc(N2CCOCC2)nc1N	23%	3%	8%	1	7%	-4%	1%	1%	36%[activator]	-0.3%
6	CS(=O)(=O)c1ccccc1C(=O)Nc1nc2ccccc2[nH]1	14%	3%	6%	1	7%	-7%	0%	2%	-3%	-0.4%
7	O=C(O)c1ccc(N=Nc2c(O)ccc3ncccc23)cc1	19%	-8%	?	2	0%	1%	-37%	1%	4%	-0.2%
8	O=C(Cn1ncc2c1-c1ccccc1OC2)N1CCN(Cc2ccccc2)CC1	11%	0%	?	23	13%	-5%	-9%	-6%	2%	-0.7%
9	NC1=NC[C@@H](CC2CCCCC2)N1CCc1cc(C(F)(F)F)cc(C(F)(F)F)c1	-6%	-25%	6%	.	0%	9%	-75%	-2%	.	-0.5%
10	Cc1ccc(-c2nnn(CC(=O)N(c3ccccc3F)C(C(=O)NCC3CCCO3)c3c[nH]c4ccccc34)n2)cc1 (stereo not given)	-2%	-5%	-8%	1	5%	3%	-66%	-1%	16%	-0.9%
11	CSC(=S)N/N=C/c1ccccc1	11%	-1%	5%	4	3%	4%	-18%	-3%	-22%	0.3%
12	O=C(O)C1CCCCC1C(=O)NCCc1ccncc1 (stereo not given)	17%	-4%	10%	-1	-5%	3%	-4%	-1%	1%	-1.1%
13	Clc1ccc2c(c1)[C@H]1OCC[C@H]1[C@@H](c1ccco1)N2	10%	?	?	8	-6%[46.1 µM]	-1%	20%	-3%	-1%	-0.4%
14	CCN1C(=O)N(C)[C@@H](c2ccccc2)C(C(=O)OC)=C1C	8%	11%	8%	-5	-2%	0%	12%	2%	-6%	-0.5%
15	O=C(CSC(=S)N1CCOCC1)Nc1ncc2c(n1)CC(c1ccco1)CC2=O (stereo not given)	-25%	7%	-7%	7	7%	29%	-8%	1%	-6%	-0.8%
16	CCc1ccc(N2CC(C(=O)OCC(=O)Nc3ccccc3C)CC2=O)cc1 (stereo not given)	-12%	5%	0%	3	6%	-2%	0%	-1%	.	2.6%
17	CN1CCN(C(=O)C2=C[C@H](c3csc4ccccc34)C[C@H](OCc3ccc(CO)cc3)O2)CC1	-18%	-1%	-4%	6	-2%	-4%	0%	-1%	-15%	0.2%
18	Cc1onc(-c2c(F)cccc2Cl)c1C(=O)NC1=NCCS1	17%	-3%	?	-2	-1%	7%	-1%	3%	-1%	-0.6%
19	COc1ccccc1-c1cc(C(=O)Nc2cc(C)on2)no1	11%	?	?	9	-11%	5%	-39%	-5%	-2%	-0.1%
20	CC(C)C[C@H](NC(=O)OC(C)(C)C)C(=O)N[C@@H](CO)[C@H](O)[C@@H]1C[C@@H]1C(=O)NC1CC1	1%	.	7%	1	-14%	-11%	9%	-1%	0%	-0.3%
21	CC1(c2nnc(-c3ccc(Cl)cc3)o2)CC(c2ccc([N+](=O)[O-])cc2)=NO1 (stereo not given)	2%	3%	-3%	4	-4%	-36%	-8%	1%	-27%	1.5%
22	O=C(COC(=O)CCC(NC(=O)OCc1ccccc1)C(=O)OCC(=O)Nc1ccccc1)Nc1ccccc1 (stereo not given)	-5%	-3%	16%	-1	1%[46.1 µM]	-5%	-3%	-1%	12%	-0.1%
23	CCn1nc(CC(=O)Nc2ccc(-n3cnnn3)c(OC)c2)c2ccccc2c1=O	-3%	-13%	-5%	-1	.	4%	4%	0%	-26%	-0.1%
24	Cc1cc(NC(=O)C(C)SCC(=O)Nc2cc(Cl)ccc2N2CCN(C)CC2)no1 (stereo not given)	-9%	-2%	9%	0	3%	1%	-8%	-4%	.	-0.9%
25	COc1cc(/C=N/O)cc(Br)c1OCC(=O)NCc1ccccc1	17%	-5%	-6%	26	2%[46.1 µM]	0%	-40%	-5%	-3%	1.0%

3 structures out of the list, arranged by formula weight, largest number first:
cpd	canonical_smiles	a7 integrin act	p53 reactivator	ELG1 DNA repair	TRPV1 agonist	TCR act	AT treatment	BRCA1 expr up	PTAP TSG101 blk	MLL CXXC-DNA inh	B2AR arrestin
16	CCc1ccc(N2CC(C(=O)OCC(=O)Nc3ccccc3C)CC2=O)cc1 (stereo not given)	-12%	5%	0%	3	6%	-2%	0%	-1%	.	2.6%
14	CCN1C(=O)N(C)[C@@H](c2ccccc2)C(C(=O)OC)=C1C	8%	11%	8%	-5	-2%	0%	12%	2%	-6%	-0.5%
11	CSC(=S)N/N=C/c1ccccc1	11%	-1%	5%	4	3%	4%	-18%	-3%	-22%	0.3%

Single values from the results shown.
For p53 reactivator, cpd 11 is listed with -1%
For B2AR arrestin, cpd 7 is listed with -0.2%
For TRPV1 agonist, cpd 17 is listed with 6

The main list resumes with the 2 entries that preceded the break.
cpd	canonical_smiles	a7 integrin act	p53 reactivator	ELG1 DNA repair	TRPV1 agonist	TCR act	AT treatment	BRCA1 expr up	PTAP TSG101 blk	MLL CXXC-DNA inh	B2AR arrestin
24	Cc1cc(NC(=O)C(C)SCC(=O)Nc2cc(Cl)ccc2N2CCN(C)CC2)no1 (stereo not given)	-9%	-2%	9%	0	3%	1%	-8%	-4%	.	-0.9%
25	COc1cc(/C=N/O)cc(Br)c1OCC(=O)NCc1ccccc1	17%	-5%	-6%	26	2%[46.1 µM]	0%	-40%	-5%	-3%	1.0%
26	O=C(Cc1ccc(Br)cc1)N1CCc2ccccc2C1	?	8%	?	-1	.	6%	10µM*	0%	4%	0.5%
27	Cc1ccc(-c2cc(C(=O)Nc3ccc(S(=O)(=O)Nc4nc(C)cc(C)n4)cc3)c3ccccc3n2)cc1	3%	-6%	4%	-3	0%[46.1 µM]	3%	18%	0%	-14%	-0.4%
28	Cc1ccc(S(=O)(=O)NCC(=O)N2CCN(c3ccc(F)cc3)CC2)cc1	33%	-3%	-3%	1	-3%	-4%	-5%	-5%	1%	-0.9%
29	CCOC(=O)Cc1csc(NS(=O)(=O)c2ccc([N+](=O)[O-])cc2)n1	31%	3%	-7%	-3	4%	9%	8%	0%	-18%	-0.8%
30	COc1ccc(C(=O)O)cc1S(=O)(=O)N1CCN(c2ccccn2)CC1	8%	-3%	-7%	-2	1%	2%	-6%	2%	-1%	-0.5%
31	COC(=O)[C@]1(Cc2ccccc2)N[C@H](CN(C)C(=O)c2ccc(C(C)(C)C)cc2)[C@@H]2C(=O)N(Cc3ccccc3)C(=O)[C@@H]21	16%	2%	-24%	.	-7%	3%	-10%	-1%	.	0.2%
32	COc1cccc(N(CC(=O)NC2CCCC2)C(=O)CCC(=O)Nc2nccs2)c1	25%	0%	-4%	-1	-3%	-1%	-2%	-4%	2%	-1.1%
33	Cc1c(C(=O)O)sc2nc(/C=C/c3cccc(O)c3)[nH]c(=O)c12	17%	-1%	1%	-1	-6%	-23%	6%	-5%	13%	0.2%
34	Cc1cc(C)c(NC(=O)c2cc(=O)c3ccccc3o2)c(C)c1	2%	-11%	?	12	1%[46.1 µM]	9%	31%	-2%	14%	-0.9%
35	Cc1ccc(NC(=O)c2ccc3ncsc3c2)cc1S(=O)(=O)N(C)C	.	2%	?	?	.	-4%	.	.	-4%	0.1%
36	Cc1nc2c(O)cccc2cc1CO	0%	11%	1%	5	0%	-2%	7%	7%	5%	-0.9%
37	Nc1ccn(CC(=O)NCCNc2ccc([N+](=O)[O-])cn2)c(=O)n1	6%	5%	13%	-2	-2%	1%	-3%	-3%	.	0.0%
